# LDHA inh: qHTS assay for inhibitors of human lactate dehydrogenase; L-lactate dehydrogenase A chain (Homo sapiens), P00338; purified LDHA, NADH/diaphorase-resazurin fluorescence; stronger effect = lower value; activity change, % (values are at about 110 or 230 µM); 480,000 tested, 0.15% active; AID 1347041, 2019; in the data active = activity change below about -30%; inconclusive = mostly about -25% to -30%;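 also: plate controls were DMSO wells for no effect and wells without enzyme for full effect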
#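 Enzyme activity of human lactate dehydrogenase 5 (2 nM; 0.06 mM NADH, 0.2 mM pyruvate, 5 min, RT) is measured via a resazurin/diaphorase fluorescence readout of residual NADH.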
# APEX1 inh: qHTS Assay for Inhibitors of the Human Apurinic/apyrimidinic Endonuclease 1 (APE1). AID 2517, 2012. Potency, µM (doses to about 65.8 µM), for inactives: top-dose activity change, negative = inhibition, actives largely listed as inhibitors. 350,000 tested, 0.35% active. DNA repair nuclease/redox regulator APEX1 (Homo sapiens), P27695. recombinant APE1, TAMRA/BHQ-2 abasic DNA cleavage fluorescence;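 also: potency is read from the fitted curve at half-maximal effect; plate controls were vehicle for no effect and reference inhibitor for full effect; nearly all actives have a fitted effect of over 55% in size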
#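 APE1 at 0.75 nM final was preincubated with compound 15 min at room temperature, then 50 nM double-stranded THF abasic-site substrate (5'-TAMRA/3'-BHQ-2) was added. Fluorescence (ex 525/em 598 nm) was read kinetically; third-minus-first read gave activity.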
# Anesthetic bind: qHTS Assay for Identification of Novel General Anesthetics | Ferritin light chain (Equus caballus), P02791 | apoferritin/1-aminoanthracene competitive binding, fluorescence | Potency, µM (highest dose often 77.5 µM), without a hit: top-dose activity change, negative = displacement, hits mostly inhibitors | 350,000 tested, 0.074% active | AID 485281, 2010; also: potency is read from the fitted curve at half-maximal effect; % is scaled to controls: 0 for no effect and ±100 for the full control effect; nearly all actives have a fitted effect of over 20% in size
# Target sequence (P02791 2-175 limits assumed): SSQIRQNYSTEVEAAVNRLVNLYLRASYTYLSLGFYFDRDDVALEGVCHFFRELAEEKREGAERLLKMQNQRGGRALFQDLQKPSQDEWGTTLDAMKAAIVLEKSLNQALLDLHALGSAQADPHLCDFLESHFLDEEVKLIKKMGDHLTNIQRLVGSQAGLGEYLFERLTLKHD
#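 Concentration-response curves derived by four-parameter Hill fitting of normalized fluorescence, where compounds displaced 1-AMA from 10 uM horse apoferritin following a brief 10 min room-temperature incubation; propofol titration acted as positive control.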
# BLM helicase inh: qHTS Assay for Inhibitors of Bloom's syndrome helicase (BLM); RecQ-like DNA helicase BLM (Homo sapiens), P54132; recombinant BLM DNA unwinding, fluorescence dequenching; Potency, µM (doses to about 56.1 µM), for the others: top-dose activity change, negative = inhibition, most hits filed as inhibitors; 350,000 tested, 0.2% active; AID 2528, 2010;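 also: potency is read from the fitted curve at half-maximal effect; plate controls were vehicle for no effect and no enzyme for full effect; nearly all actives have a fitted effect of over 35% in size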
# Pol beta inh: qHTS Assay for Inhibitors of DNA Polymerase Beta | Pol beta primer extension/strand displacement, fluorescence kinetic | 340,000 tested, 1.3% active | P06746 | Potency, µM (series often up to 114 µM), inactives show at the top dose activity change, negative = inhibition, hits mostly inhibitors; also: potency is read from the fitted curve at half-maximal effect; % is scaled to controls: 0 for no effect and ±100 for the full control effect
#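 Enzyme-only controls used 10 nM Pol beta; buffer lacking enzyme served as negative control. Compound preincubated 15 min, then 50 nM substrate added; 0 and 10 min reads at room temperature.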
# POLK inh: qHTS for Inhibitors of Polymerase Kappa | DNA polymerase kappa (Homo sapiens), Q9UBT6 | AID 588579, 2011 | purified Pol kappa, fluorescent DNA synthesis assay, 10 min | 400,000 tested, 0.53% active | Potency, µM (top dose mostly 107 µM), for inactives: at the top dose activity, negative = inhibition, most hits filed as inhibitors; also: potency is read from the fitted curve at half-maximal effect; % is scaled to controls: 0 for no effect and ±100 for the full control effect
#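 Readout: fluorescence, taken kinetically at 0 and 10 min. Conditions: 10 nM Pol kappa, 15 min RT compound preincubation, 50 nM substrate final. Controls: enzyme-free buffer wells.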
# Glioma ERSR ind: qHTS for Inducers of the Endoplasmic Reticulum Stress Response (ERSR) in Human Glioma: qHTS; U87-MG GRP78 promoter luciferase reporter, 16 h; Potency, µM, inactives show top-dose activation, most hits filed as activators; 420,000 tested, 0.02% active; also: potency is read from the fitted curve at half-maximal effect; series mostly up to about 76 µM; % of control where 0% means no effect; nearly all actives have a fitted effect of over 35% in size
#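 Stably transfected U87-MG glioma cells carrying a GRP78-based luciferase sensor; 16 h compound incubation. Luminescence end-point read 10 min after Bright-Glo addition at room temperature.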
# POLI inh: qHTS for Inhibitors of Polymerase Iota; Potency, µM (highest dose often 115 µM), for the others: at the highest dose activity, negative = inhibition, actives largely listed as inhibitors; 390,000 tested, 1% active; DNA polymerase iota (Homo sapiens), Q9UNA4; Pol iota fluorescent replication assay, 10 min; AID 588590, 2011; also: potency is read from the fitted curve at half-maximal effect
#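 Pol iota at 10 nM preincubated 15 min with compounds at room temperature; reaction started with fluorescent substrate, 50 nM final. Fluorescence read kinetically at 0 and 10 min; buffer-only wells as negative control.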
# POLH inh: qHTS for Inhibitors of Polymerase Eta. 390,000 tested, 1.2% active. recombinant Pol eta, fluorescent DNA replication assay. Potency, µM (highest dose often 114 µM), without a hit: top-dose activity change, negative = inhibition, actives largely listed as inhibitors; also: potency is read from the fitted curve at half-maximal effect; % is scaled to controls: 0 for no effect and ±100 for the full control effect
# Target sequence (Q9Y253 whole entry, looked up): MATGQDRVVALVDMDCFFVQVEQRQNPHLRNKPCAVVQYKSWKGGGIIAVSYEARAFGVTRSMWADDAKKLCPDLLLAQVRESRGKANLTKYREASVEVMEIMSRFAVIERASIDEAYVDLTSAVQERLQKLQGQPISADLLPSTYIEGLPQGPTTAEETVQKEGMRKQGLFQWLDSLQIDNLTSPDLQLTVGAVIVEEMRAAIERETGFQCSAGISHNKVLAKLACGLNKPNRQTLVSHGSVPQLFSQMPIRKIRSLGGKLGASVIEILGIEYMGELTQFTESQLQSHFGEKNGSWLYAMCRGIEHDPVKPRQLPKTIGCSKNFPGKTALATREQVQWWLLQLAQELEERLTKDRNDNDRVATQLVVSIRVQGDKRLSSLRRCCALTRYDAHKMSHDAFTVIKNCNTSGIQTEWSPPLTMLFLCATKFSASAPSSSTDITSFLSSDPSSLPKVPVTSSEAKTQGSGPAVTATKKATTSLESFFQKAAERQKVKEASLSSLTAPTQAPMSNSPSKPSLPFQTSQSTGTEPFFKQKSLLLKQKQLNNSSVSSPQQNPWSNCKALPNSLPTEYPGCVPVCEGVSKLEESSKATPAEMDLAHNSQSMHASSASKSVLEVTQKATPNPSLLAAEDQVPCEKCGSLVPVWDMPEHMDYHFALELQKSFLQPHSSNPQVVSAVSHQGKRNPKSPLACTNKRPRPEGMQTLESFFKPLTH
#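 Fluorescent replication assay: 50 nM final substrate added after a 15 min room-temperature compound preincubation with 10 nM enzyme. Signal taken at 0 min and again at 10 min.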
# An asterisk follows results filed as active; ? = inconclusive; · = not tested or not shown; & = joins results of further samples; [ ] = another dose, or the depositor's remark. Unless noted, calls follow the shape of the dose curve; as a rule, active = well fitted curve in the direction sought with a large enough effect; inconclusive = small, poorly fitted or top-dose-only effect, or another doubt; inactive = no such curve, though single readings can be large; an effect the other way counts as inactive or inconclusive.
# Start of the data: the first seven records, ahead of the listing:
molecule,LDHA inh,APEX1 inh,Anesthetic bind,BLM helicase inh,Pol beta inh,POLK inh,Glioma ERSR ind,POLI inh,POLH inh
CCOC(=O)C1=C(CN2CCN(C(=O)c3ccco3)CC2)NC(=O)NC1c1ccccc1 (stereo unspecified),-6,-10%,-18%,3%,3%,-6%,-5%,-3%,-20%
C[C@H]1CC[C@]2(OC1)O[C@@H]1C[C@@H]3[C@@H]4CC[C@H]5C[C@@H](O)CC[C@]5(C)[C@@H]4CC(=O)[C@@]3(C)[C@H]1[C@@H]2C,·,·,1%[29.3 µM],7%[21.4 µM],·,-3%[12 µM],-4%,·,·
CCN1C(=O)c2ccccc2S(=O)c2ccc(C(=O)NCc3ccc(Cl)cc3)cc21 (stereo unspecified),2,·,-12%,-7%,25%,-7%,0%,-6%,-14%
CCOC(=O)C1CCCN(C(=O)/C=C/c2ccc(OC)cc2)C1 (stereo unspecified),0,-1%,-14%,-2%,10%,5%,-2%,0%,-5%
COc1cc(OC)c2ccc(=O)oc2c1C(CCN1CCCC(C)C1)c1ccc(N(C)C)cc1 (stereo unspecified),0,-2%&0%,?,-2%&-2%,2%,18%&1%,-3%&-4%,?,-15%
COc1ccc(NC(=O)COc2coc(CN3CCc4ccccc4C3)cc2=O)cc1,-3,2%,·,·,·,-7%,-2%,?,?
CCC(C(=O)NCCc1ccccc1)c1ccccc1 (stereo unspecified),1,-5%,-23%,-5%,?,0%,-2%,-5%,6%

# Main list, previewed entries included:
molecule,LDHA inh,APEX1 inh,Anesthetic bind,BLM helicase inh,Pol beta inh,POLK inh,Glioma ERSR ind,POLI inh,POLH inh
CCOC(=O)C1=C(CN2CCN(C(=O)c3ccco3)CC2)NC(=O)NC1c1ccccc1 (stereo unspecified),-6,-10%,-18%,3%,3%,-6%,-5%,-3%,-20%
C[C@H]1CC[C@]2(OC1)O[C@@H]1C[C@@H]3[C@@H]4CC[C@H]5C[C@@H](O)CC[C@]5(C)[C@@H]4CC(=O)[C@@]3(C)[C@H]1[C@@H]2C,·,·,1%[29.3 µM],7%[21.4 µM],·,-3%[12 µM],-4%,·,·
CCN1C(=O)c2ccccc2S(=O)c2ccc(C(=O)NCc3ccc(Cl)cc3)cc21 (stereo unspecified),2,·,-12%,-7%,25%,-7%,0%,-6%,-14%
CCOC(=O)C1CCCN(C(=O)/C=C/c2ccc(OC)cc2)C1 (stereo unspecified),0,-1%,-14%,-2%,10%,5%,-2%,0%,-5%
COc1cc(OC)c2ccc(=O)oc2c1C(CCN1CCCC(C)C1)c1ccc(N(C)C)cc1 (stereo unspecified),0,-2%&0%,?,-2%&-2%,2%,18%&1%,-3%&-4%,?,-15%
COc1ccc(NC(=O)COc2coc(CN3CCc4ccccc4C3)cc2=O)cc1,-3,2%,·,·,·,-7%,-2%,?,?
CCC(C(=O)NCCc1ccccc1)c1ccccc1 (stereo unspecified),1,-5%,-23%,-5%,?,0%,-2%,-5%,6%
Cc1ccc(-c2nc(C(=O)NCc3ccccc3Cl)c3n2CCCCC3)cc1,-3,·,6%,-2%,3%,-3%,-1%,38%[activator],-19%
CCC(=O)c1ccc(OCC(=O)OCC(=O)c2c(N)n(C)c(=O)n(C)c2=O)cc1,-4,4%,·,·,·,-16%,-1%,31%[activator],-3%
Cc1ccc(F)cc1NC(=O)C1C2CCC(O2)C1C(=O)O (stereo unspecified),0,52%[activator],-18%,-2%,0%,-3%,0%,9%,-6%
C=CCn1c(SCC(=O)Nc2cccc3ccccc23)nnc1-c1cnccn1,-10,-1%,-16%,-2%,23%,-24%,-6%,24%,-8%
CC(C)CC(C)N1CCC(n2nccc2NC(=O)CCc2ccccc2)CC1 (stereo unspecified),0,48%[activator],1%,1%,0%,-6%,-5%,4%,-3%
NS(=O)(=O)c1ccc(NC(=S)Nc2cc(Cl)c(Cl)cc2Cl)cc1,-6,-3%,-3%,-15%,6%,-12%,-5%,12%,-17%
Fc1ccc(-c2noc3ncnc(NCCc4ccc(Cl)cc4)c23)cc1,-13,·,-4%,-5%,-29%,-12%,-4%,?,-12%
CN1CCC(N(C)C(=O)c2sc3cc(F)ccc3c2Cl)CC1,-6,3%,-6%,-8%,-9%,0%,-2%,22%,-8%
O=C(NCc1ccccn1)Nc1cccc(Cl)c1,-7,3%,?,0%,2%,-9%,2%,7%,-5%
c1ccc2sc(NCC3CCCO3)nc2c1 (stereo unspecified),-7,16%,-19%,0%,34%[activator],7%,1%,-4%,-11%
CCOC(=O)c1cc(-c2ccc(N3CCOCC3)cc2)nn1-c1ccc(F)cc1F,1,-2%,-16%,-10%,11%,-6%,-5%,1%,?
CN(C)S(=O)(=O)c1ccc2c(c1)nc(CCC(=O)O)n2C,3,15%,-4%,-5%,1%,-5%,1%,25%,-17%
CCOc1cc(/C=N/Nc2nc(C)cc(=O)[nH]2)ccc1O,1,-18%,9%,-9%,5%,-3%,10%,31%[activator],-26%
CCOc1ccc2nc(SCC(=O)Nc3ccc4[nH]c(=O)[nH]c4c3)[nH]c2c1,4,-12%,·,·,·,?,-1%,?,?
NNC(=O)c1oc2nc(-c3ccc(Cl)cc3)cc(-c3ccccc3)c2c1N,-8,-7%,-14%,-12%,-21%,-27%,5%,-12%,-13%
CCOc1c(Br)cc(C(=O)N2CCCN(C)CC2)cc1OC,-4,41%[activator],1%,-3%,20%,3%,0%,18%,-17%
Cc1ccc2occ(CC(=O)Nc3ccc(S(N)(=O)=O)cc3)c2c1,0,·,49%[activator],2%,0%,?,-4%,?,-3%
CC1(CCC(=O)O)C(=O)CCC2C1CCC1(C)C2CCC1(C)O (stereo unspecified),5,·,·,·,·,-6%,-6%,-3%,-15%
O=C(Cc1c(F)cccc1Cl)OCC(=O)c1ccc[nH]1,0,10%,·,·,·,-14%,2%,110%[activator],-4%
COC(=O)[C@H](CC(C)C)N1Cc2cc(OC)cc(OC)c2-c2ccccc2S1(=O)=O,-5,-7%,·,·,·,-12%,-1%,5%,-19%
CCCCS(=O)c1snnc1C (stereo unspecified),-7,3%,-2%,-9%,57%,-2%,2%,73%[activator],-23%
CCCCOC(=O)/C(=C/c1cn(C)c2ccccc12)NC(=O)c1ccc(OC)cc1,-6,-3%,3%,1%,11%,-4%,1%,202%[activator],-23%
CCN(CC)CCC(C)OC(c1ccccc1)c1ccccc1 (stereo unspecified),3,0%,-7%,-7%,6%,9%,-3%,1%,-2%

# Additional compounds
# Fields: LDHA inh, APEX1 inh, Anesthetic bind, BLM helicase inh, Pol beta inh, POLK inh, Glioma ERSR ind, POLI inh, POLH inh
- Cc1n[nH]c(C)c1N=Nc1cc(Cl)ccc1Cl
→ 1, 2%, -20%, -4%, 1%, -19%, -3%, 16%, -14%
- O=C1NN(c2ccccc2)C(=O)/C1=C\c1ccc2c(c1)OCO2
→ -1, 16%, -4%, -5%, 4%, -3%, -4%, 110%[activator], 2%
- Cc1c(CC(=O)O)c(=O)oc2cc(OCc3nn[nH]n3)ccc12
→ -2&-5, -3%, -2%, 1%, 9%, -8%, -5%, ?, ?
- COc1ccc(NS(=O)(=O)c2nnc(NC(=O)c3ccccc3F)s2)cc1
→ -14&-4, -14%, -8%&1%, 3%&-2%, 66%&5%, -26%&12%, 1%&0%, -22%&33%, -3%&-18%
- C/C(=N\NC(=S)NC(C)C)c1ccco1
→ -6, -5%, -7%, 0%, 24%, -15%, -1%, 129%[activator], 9%
- COc1ccccc1CN(C)C(=O)c1ccccc1Sc1ccccc1C#N
→ 0, 43%, -5%, -9%, 18%, -4%, -5%, -4%, -19%
- O=c1oc2cc(O)ccc2c2ccccc12
→ -6, -7%, -19%, -4%, 0%, -21%, -2%, 6%, ?
- CS(=O)(=O)Nc1cccc(-c2ccc3ncnc(NCc4cccs4)c3c2)c1
→ ·, -4%, ·, -2%, ·, 2%[60.1 µM], -3%, ·, ·
- CC(CCc1ccccc1)NC(=O)CCc1cn(C)c2ccccc12 (stereo unspecified)
→ -1, -2%, -6%, -1%, 24%, -3%, -2%, -6%, -8%
- CC1CC(C)CN(C(=O)CCCNC(=O)c2ccc(Cl)cc2)C1 (stereo unspecified)
→ -8, 27%, -19%, -2%, 9%, -7%, -2%, -8%, -8%

# New compounds follow.
# Fields: LDHA inh, APEX1 inh, Anesthetic bind, BLM helicase inh, Pol beta inh, POLK inh, Glioma ERSR ind, POLI inh, POLH inh
- CC1CC(C)CN(C(=O)CSc2nnc3ccccn23)C1 (stereo unspecified)
→ -3, 20%, ·, ·, ·, -15%, 4%, 2%, -16%
- COc1cccc(-c2nc(NCCN3CCOCC3)c3ccccc3n2)c1
→ ·, -1%, ·, 33%[activator], ·, 3%[60.1 µM], 0%, ·, ·
- Cc1ccc2c(c1)-c1onc(C(=O)N(C)c3cccc(C(F)(F)F)c3)c1CO2
→ 2, ·, 4%, -2%, -1%, 0%, -4%, 17%, -19%
- [O-][n+]1ccc(C2CC2)cc1
→ 4, 2%, 1%, 0%, 31%[activator], 9%, 2%, -11%, -9%

# Assay outcomes deposited in PubChem BioAssay by National Center for Advancing Translational Sciences (NCATS).

# These rows are one share of the data; count on the stated rates, not on these rows.
